TcdB GH inh – TcdB glycohydrolase inhibition; inhibition, % at 9.99 µM; TcdB glycohydrolase enzymatic assay, plate reader; P18177; 350,000 compounds, 0.24% hits; in the data active = inhibition above about 10%
The depositor's hits bear a star. Not all compounds are listed (hit frequency here may not be typical).

Compound	TcdB GH inh
COc1ccccc1NC(=O)N(C)C[C@H]1Oc2ncc(C#CCN(C)C)cc2C(=O)N([C@@H](C)CO)C[C@H]1C	0.5
COc1ccc(NC(=O)N(C)C[C@H]2Oc3ccc(NC(=O)NC(C)C)cc3CC(=O)N([C@@H](C)CO)C[C@H]2C)cc1	-1.4
O=C(C[C@@H]1C[C@H]2c3cc(NC(=O)C4CCOCC4)ccc3O[C@H]2[C@H](CO)O1)NCc1ccccc1	1.0
CCCNC(=O)C[C@@H]1CC[C@H]2[C@@H](COC[C@@H](O)CN2Cc2ccccc2F)O1	0.4
CCCC#Cc1ccc2c(c1)O[C@H](CN(C)C(=O)NCCC)[C@H](C)CN([C@@H](C)CO)S2(=O)=O	-0.5
CN(C)CCCNC(=O)C[C@H]1CC[C@H](NC(=O)Cc2cccnc2)[C@H](CO)O1	-0.5
CC=Cc1ccc2n(c1=O)C[C@H]1[C@H](CO)[C@@H](C(=O)N[C@@H](C)c3ccccc3)N(C)[C@@H]21 (mixture of isomers)	-0.1
O=C(C[C@@H]1CC[C@@H]2[C@H](COC[C@@H](O)CN2Cc2ccc(F)cc2)O1)NCc1ccccc1Cl	0.2
CCCC#Cc1ccc2c(c1)O[C@H](CN(C)Cc1ccncc1)[C@H](C)CN([C@@H](C)CO)S2(=O)=O	-0.6
C[C@H](CO)N1C[C@H](C)[C@@H](CN(C)C(=O)Nc2ccccc2)Oc2ccc(NS(=O)(=O)c3ccc(Cl)cc3)cc2CC1=O	-0.1
COc1ccc(CN(C)C[C@@H]2Oc3ccc(NC(=O)NC(C)C)cc3CC(=O)N([C@@H](C)CO)C[C@@H]2C)cc1	-8.5
Cc1ccccc1S(=O)(=O)N1CCCCN2[C@H](CO)[C@H](c3ccc(-c4cncnc4)cc3)[C@@H]2C1	-2.1
C[C@H](CO)N1C[C@H](C)[C@@H](CN(C)Cc2ccc(C(F)(F)F)cc2)Oc2c(NC(=O)C3CC3)cccc2C1=O	1.2
Cc1noc(C)c1S(=O)(=O)Nc1ccc2c(c1)C(=O)N([C@@H](C)CO)C[C@@H](C)[C@H](CN(C)C(=O)NC1CCCCC1)O2	-2.2
COc1ccc2c3c(n(C)c2c1)[C@H](CO)N(C(=O)C1CCC1)CC31CCN(C(=O)CN(C)C)CC1	1.1
CC(C)NC(=O)N[C@@H]1C=C[C@H](CC(=O)O)O[C@H]1CO	-0.9
C[C@H]1CCCCO[C@H](CN(C)C(=O)NC2CCCCC2)[C@@H](C)CN([C@@H](C)CO)C(=O)c2cc(NC(=O)CCCN(C)C)ccc2O1	0.0
C[C@H]1CN([C@@H](C)CO)S(=O)(=O)c2ccc(C3=CCCC3)cc2O[C@@H]1CN(C)C(=O)C1CCOCC1	-1.0
C[C@@H]1CN([C@H](C)CO)S(=O)(=O)c2ccc(C3=CCCC3)cc2O[C@@H]1CN(C)C(=O)C1CCC1	-0.9
O=C(C[C@@H]1C[C@@H]2c3cc(NC(=O)Nc4ccccc4F)ccc3O[C@@H]2[C@H](CO)O1)NCc1ccccn1	0.1
C[C@H](CO)N1C[C@H](C)[C@H](CN(C)C(=O)C2CCOCC2)Oc2ncc(-c3ccncc3)cc2C1=O	0.2
O=C(CC1CC1)N1[C@H](CO)[C@@H](c2ccccc2)C12CN(Cc1cc(F)ccc1F)C2	-3.0
C[C@@H]1CN([C@@H](C)CO)C(=O)c2cc(NC(=O)Nc3cccc4ccccc34)ccc2O[C@@H]1CN(C)S(C)(=O)=O	-0.6
O=C(C1CCC1)N1CC2(C1)[C@@H](c1ccccc1)[C@@H](CO)N2Cc1nccs1	-1.5
CN(C)CC(=O)N[C@H]1CC[C@@H](CCNC(=O)C2CCC2)O[C@H]1CO	0.4
CCC(=O)Nc1ccc2c(c1)C(=O)N(C)C[C@@H](OC)[C@H](C)CN(C(=O)NC(C)C)[C@@H](C)CO2	0.0
Cc1ccc(S(=O)(=O)N(C)C[C@H]2Oc3c(NC(=O)C4CCCCC4)cccc3C(=O)N([C@H](C)CO)C[C@H]2C)cc1	-6.0
CCCNC(=O)C[C@@H]1C[C@H]2c3cc(NC(=O)Nc4ccccc4F)ccc3O[C@H]2[C@@H](CO)O1	-0.4
COc1ccc(NC(=O)N(C)C[C@@H]2Oc3ccc(NS(=O)(=O)c4cn(C)cn4)cc3CC(=O)N([C@H](C)CO)C[C@H]2C)cc1	0.1
Cc1ccc(S(=O)(=O)Nc2ccc3c(c2)C(=O)N([C@@H](C)CO)C[C@H](C)[C@@H](CN(C)Cc2ccncc2)O3)cc1	-0.1
C[C@H]1CN([C@@H](C)CO)C(=O)c2cc(-c3cccnc3)cnc2O[C@@H]1CN(C)C(=O)NC1CCCC1	-0.3
CO[C@@H]1CN(C)C(=O)c2ccc(NS(=O)(=O)c3cccc(Cl)c3)cc2OC[C@H](C)NC[C@@H]1C	-0.6
COc1ccc2c3c([nH]c2c1)[C@@H](CO)N(Cc1nccs1)CC31CCN(Cc2cccnc2)CC1	4.5
CCC(=O)N1[C@@H]2CN(S(=O)(=O)c3ccccc3F)c3ccccc3[C@@H]2[C@@H]1CO	0.2
C[C@@H]1CN([C@H](C)CO)C(=O)Cc2cc(NC(=O)Nc3ccc4c(c3)OCO4)ccc2O[C@H]1CN(C)C	0.5
CO[C@@H]1CN(C)C(=O)c2ccc(NC(=O)C3CCCCC3)cc2OC[C@@H](C)N(Cc2nccs2)C[C@@H]1C	0.2
COCC(=O)N(C)C[C@H]1Oc2cc(-c3ccccc3F)ccc2S(=O)(=O)N([C@H](C)CO)C[C@H]1C	-1.9
O=C(Nc1ccc(Cl)cc1)N[C@@H]1CC[C@H](CCNS(=O)(=O)c2ccccc2F)O[C@H]1CO	0.4
CNC[C@@H]1Oc2cc(-c3ccccc3OC)ccc2S(=O)(=O)N([C@H](C)CO)C[C@H]1C	1.0
CN(C)CC(=O)Nc1ccc2c(c1)[C@@H]1C[C@H](CC(=O)N3CCc4ccccc4C3)O[C@H](CO)[C@@H]1O2	-1.1
C[C@@H]1CCCCO[C@@H](CN(C)S(=O)(=O)c2cccs2)[C@H](C)CN([C@@H](C)CO)C(=O)c2cc(NC(=O)Nc3ccc(F)cc3)ccc2O1	0.0
C[C@H]1CN([C@@H](C)CO)C(=O)c2cc(NS(C)(=O)=O)ccc2O[C@H]1CN(C)Cc1ccc(C(F)(F)F)cc1	0.4
CC(C)NC(=O)Nc1ccc2c(c1)C(=O)N([C@H](C)CO)C[C@H](C)[C@H](CN(C)Cc1ccccc1)O2	0.9
CN1CCN(C(=O)C[C@H]2C[C@@H]3c4cc(NC(=O)C5CCC5)ccc4O[C@@H]3[C@H](CO)O2)CC1	-1.4
O=C(Nc1ccc(F)cc1)N[C@H]1CC[C@@H](CCNC(=O)c2cc(Cl)cc(Cl)c2)O[C@@H]1CO	-1.0
O=C(N[C@H]1CC[C@@H](CCNC(=O)c2ccccc2F)O[C@H]1CO)c1ccc2c(c1)OCO2	-0.4
Cc1ccc(S(=O)(=O)Nc2ccc3c(c2)C(=O)N([C@H](C)CO)C[C@H](C)[C@@H](CN(C)Cc2ccc4c(c2)OCO4)O3)cc1	0.6
CCC(=O)Nc1ccc2c(c1)OC[C@H](C)N(Cc1ccccc1F)C[C@@H](C)[C@H](OC)CN(C)C2=O	0.6
CO[C@H]1CN(C)C(=O)c2cc(NC(=O)Nc3ccccc3F)ccc2OC[C@H](C)NC[C@H]1C	-2.9
OC[C@@H]1Nc2ccc(-c3cccc(F)c3)cc2[C@H]2[C@@H]1CCN2Cc1ccc(F)cc1	-4.5

> COc1ccc(C#Cc2ccc([C@@H]3[C@@H](CO)N4CCCCN(Cc5ccccc5F)C[C@@H]34)cc2)cc1
  TcdB GH inh: 0.2
> O=C(C[C@@H]1CC[C@H](NC(=O)C2CC2)[C@H](CO)O1)NCc1ccncc1
  TcdB GH inh: -0.1
> C[C@H]1CN([C@@H](C)CO)C(=O)c2cccc(NC(=O)c3nc4ccccc4s3)c2O[C@@H]1CN(C)C(=O)Nc1cccc2ccccc12
  TcdB GH inh: -0.4
> C[C@H]1CN([C@@H](C)CO)C(=O)c2cc(NC(=O)C3CCCCC3)ccc2O[C@H]1CN(C)S(=O)(=O)c1cn(C)cn1
  TcdB GH inh: 1.1
> CO[C@@H]1CN(C)C(=O)c2ccc(NC(=O)Nc3cccc(Cl)c3)cc2OC[C@@H](C)N(C(=O)Nc2c(C)noc2C)C[C@H]1C
  TcdB GH inh: 1.5
> C[C@@H]1CN([C@H](C)CO)S(=O)(=O)c2ccc(-c3ccccc3)cc2O[C@@H]1CN(C)C(=O)CC1CC1
  TcdB GH inh: 0.4
> COc1ccc(OC)c(NC(=O)CN=[N+]=[N-])c1
  TcdB GH inh: -1.8
> CC(C)CC#Cc1ccc2c(c1)O[C@@H](CN(C)CC1CC1)[C@@H](C)CN([C@@H](C)CO)S2(=O)=O
  TcdB GH inh: -10.0
> Cc1nn(C)cc1NC(=O)C[C@@H]1CC[C@H]2[C@@H](COc3ccc(NC(=O)Nc4cccc(Cl)c4)cc3C(=O)N2C)O1
  TcdB GH inh: -0.3
> C[C@@H](O)C#Cc1ccc([C@@H]2[C@H]3CN(CC4CCOCC4)CCCCN3[C@H]2CO)cc1
  TcdB GH inh: -0.7
> Cc1ccccc1S(=O)(=O)N1CC[C@@H]2[C@H]1c1cc(-c3cccc(C#N)c3)ccc1N(C)[C@H]2CO
  TcdB GH inh: -0.5
> COc1ccc(NC(=O)N[C@H]2CC[C@@H](CCn3cc(C4(O)CCCC4)nn3)O[C@@H]2CO)cc1
  TcdB GH inh: 1.1
> O=S(=O)(N[C@H]1CC[C@@H](CCn2cc(C3(O)CCCC3)nn2)O[C@@H]1CO)c1ccccc1
  TcdB GH inh: 0.8
> Cc1noc(C)c1NC(=O)Nc1cccc2c1O[C@H](CN(C)C(=O)NC(C)C)[C@@H](C)CN([C@@H](C)CO)C2=O
  TcdB GH inh: 1.2
> CN(C)CC#Cc1ccc([C@H]2[C@H](CO)N3CCCCN(C(=O)CN(C)C)C[C@@H]23)cc1
  TcdB GH inh: -4.7

> C[C@H]1CCCCO[C@H](CN(C)Cc2ccc(Cl)c(Cl)c2)[C@@H](C)CN([C@@H](C)CO)C(=O)c2cc(NS(C)(=O)=O)ccc2O1
  TcdB GH inh: 1.0
> C/C=C/c1ccc2c(c1)[C@@H]1[C@@H](CCN1S(=O)(=O)c1ccccc1C)[C@H](CO)N2
  TcdB GH inh: 0.1
> C[C@H](NC(=O)[C@@H]1[C@@H](CO)[C@@H]2Cn3c(cccc3=O)[C@H]1N2Cc1ccncc1)c1ccccc1
  TcdB GH inh: -1.8
> CC(C)NC(=O)N[C@H]1CC[C@H](CCN)O[C@H]1CO
  TcdB GH inh: 0.8
> C[C@@H]1CN([C@@H](C)CO)C(=O)c2cccc(NC(=O)CCCCCC(=O)Nc3ccccc3N)c2O[C@@H]1CN(C)Cc1ccc(Cl)c(Cl)c1
  TcdB GH inh: 0.6
> Cc1noc(C)c1S(=O)(=O)Nc1ccc2c(c1)C(=O)N([C@H](C)CO)C[C@@H](C)[C@H](CN(C)S(=O)(=O)c1ccc(F)cc1)O2
  TcdB GH inh: 0.7
> CO[C@H](CN(C)C(=O)c1ccc2c(c1)OCO2)[C@@H](C)CN([C@@H](C)CO)S(=O)(=O)c1ccccc1
  TcdB GH inh: 0.6
> C[C@@H]1CCCCO[C@H](CN(C)S(=O)(=O)c2ccc(Cl)cc2)[C@H](C)CN([C@@H](C)CO)C(=O)c2cc(NS(=O)(=O)c3cccs3)ccc2O1
  TcdB GH inh: -1.0
> COc1ccccc1S(=O)(=O)Nc1ccc2c(c1)OC[C@H](C)NC[C@H](C)[C@H](OC)CN(C)C2=O
  TcdB GH inh: -0.7
> C[C@@H]1CN([C@H](C)CO)C(=O)c2cc(NC(=O)NC3CCCCC3)ccc2O[C@@H](C)CCCCO[C@@H]1CN(C)C(=O)C1CCCCC1
  TcdB GH inh: 0.3
> C[C@H](CO)N1C[C@H](C)[C@H](CN(C)C(=O)CCC(F)(F)F)OCCCC[C@H](C)Oc2ccc(NS(=O)(=O)c3ccccc3)cc2C1=O
  TcdB GH inh: -0.5
> C/C=C/c1ccc2c(c1)O[C@@H](CN(C)C(=O)c1ccccc1)[C@H](C)CN([C@@H](C)CO)S2(=O)=O
  TcdB GH inh: 0.7
> C[C@@H]1CN([C@@H](C)CO)C(=O)c2cc(NC(=O)Nc3ccc(F)cc3)ccc2O[C@@H]1CN(C)CC1CCCCC1
  TcdB GH inh: -0.5
> Cc1noc(C)c1NC(=O)Nc1ccc2c(c1)C(=O)N(C)[C@@H]1CC[C@H](CC(=O)NCc3ccc(Cl)cc3)O[C@@H]1CO2
  TcdB GH inh: -0.2
> C[C@H](CO)N1C[C@H](C)[C@H](CN(C)S(=O)(=O)c2ccc(Cl)cc2)OCCCC[C@H](C)Oc2ccc(NC(=O)c3ccncc3)cc2C1=O
  TcdB GH inh: 0.5
> C[C@@H]1CN([C@@H](C)CO)C(=O)c2cc(NS(=O)(=O)c3ccc(F)cc3)ccc2O[C@H]1CN(C)Cc1ccccc1
  TcdB GH inh: 0.2
> C[C@H]1CN([C@@H](C)CO)C(=O)Cc2cc(NC(=O)NC3CCCCC3)ccc2O[C@@H]1CN(C)Cc1ccc(Cl)c(Cl)c1
  TcdB GH inh: 0.3
> C[C@H]1CN([C@@H](C)CO)C(=O)c2cc(NC(=O)c3ccncc3)ccc2O[C@H]1CN(C)C(=O)Nc1cccc2ccccc12
  TcdB GH inh: 0.0

High-throughput results (PubChem BioAssay)
